# High-throughput results as filed in PubChem.
# NCI-60 one-dose screen, 48 h, at 10 µM unless noted. Numbers give growth in % (100 = growth as untreated, 0 = no growth, -100 = all killed).
# RPMI-8226: RPMI-8226 leukemia cells. 7.5% of 77,000 active. AID 1794781
# SR: SR leukemia cells | 8.7% of 73,000 active
# MOLT-4: MOLT-4 leukemia cells; 6.9% of 80,000 active; AID 1794779
# MDA-MB-435: MDA-MB-435 melanoma; 7.8% of 82,000 active
# MDA-MB-468: MDA-MB-468 breast cancer | 8.5% of 78,000 active | AID 2202374
# K-562: K-562 leukemia; 7.4% of 78,000 active
# CCRF-CEM: CCRF-CEM leukemia; 7% of 77,000 active; AID 1794778
# MDA-MB-231: MDA-MB-231 breast cancer; 5% of 81,000 active; AID 1794789
# Active calls of the source: *; · = no result given; & = joins results of further samples; [ ] = remark or other dose. How the source made its calls: active means growth percent below 10; inactive means the rest.
SMILES,RPMI-8226,SR,MOLT-4,MDA-MB-435,MDA-MB-468,K-562,CCRF-CEM,MDA-MB-231
CC1=CNC(=O)CC(C)(C)C1,99.0,·,97.7,99.4,94.4,96.3,·,98.8
COc1ccc(-c2ccc(NC(=O)Nc3cccc(C(F)(F)F)c3)c(C)n2)cc1,22.6,36.3,33.7,69.6,27.5,32.5,42.9,68.6
CN(C/C=C/C#CC(C)(C)C)Cc1cccc2ccccc12,76.5,72.7,96.1,93.5,107.7,80.4,80.2,96.3
CCCCCC(=O)c1ccc(O)cc1O,85.4,80.6,51.8,103.4,100.3,101.4,·,110.2
CN(CCc1ccccc1)c1nc(CCN)nc2ccccc12,100.3,·,94.7,102.3,106.2,90.3,101.0,98.3
C/C1=C\CC[C@@]2(C)O[C@H]2[C@H]2OC(=O)C(CN3CCN(CC4C(=O)O[C@H]5[C@H]4CC/C(C)=C/CC[C@@]4(C)O[C@@H]54)CC3)[C@@H]2CC1 (some centres not stated),79.0,66.0,84.3,89.1,46.1,·,58.0,87.1
Cc1nn(-c2ccccc2)c2nc(C)n(C(=O)N/N=C/c3cccc([N+](=O)[O-])c3)c(=O)c12,94.0,98.6,79.2,96.5,73.1,62.0,71.2,94.7
CNNC1=NS(=O)(=O)c2cnccc2N1c1cc(C)ccc1O,85.3,89.6,86.6,93.0,·,117.0,70.3,106.1
Cc1cc2c(n1-c1ccccc1)CSc1cc(S(=O)(=O)c3ccccc3)c(=O)[nH]c1-2,86.1[100 µM],96.1[100 µM],107.2[100 µM],106.8[100 µM],98.5[100 µM],121.3[100 µM],111.6[100 µM],86.7[100 µM]
C1CCCCCc2c(-c3n[nH]c4c3CCCCCCCCCC4)n[nH]c2CCCC1,107.7,91.3,116.6,109.0,101.6,102.8,106.3,101.0
CC(C)(C)c1cc(NC(=O)Nc2ccc(-c3cn4c5c(sc4n3)CCc3cn(CCCN4CCCCC4)cc3-5)cc2)no1,-19.5*,-14.0*,-10.9*,-98.5*,-76.0*,3.0*,3.4*,-77.3*
Nc1ncnc2c1ncn2[C@@H]1O[C@H](CO)[C@@H](O)[C@@H]1O,112.0,118.3,106.8,107.5,100.8,107.8,93.3,89.9
C/C(=C\CSc1ncccc1C(=O)O)CCCC(C)CCCC(C)CCCC(C)C (configuration not stated),54.6,69.4,38.2,101.7,91.9,44.1,58.7,79.8
CCOC(=O)c1cc(-c2ccccc2)[nH]c1NNC(=O)CCOC,106.9,107.1,96.2,97.5,·,101.9,88.2,105.0
CC(=O)CC(=O)Nc1ccccc1Cl,·,101.6,100.4,104.6,108.5,109.4,100.0,97.4
Oc1c(CCl)cc(Cl)cc1Cc1cc(Cl)cc(Cc2cc(Cl)cc(CCl)c2O)c1O,4.6*,40.8,21.0,44.1,18.8,7.3*,13.5,40.2
CC[C@H](CC[C@@H](C)[C@H]1CC[C@H]2[C@@H]3CC[C@H]4C/C(=N\OC)CC[C@]4(C)[C@H]3CC[C@]12C)C(C)C,109.8,98.4,106.7,101.1,105.7,99.1,109.1,107.2
O=C(O)c1ccc(-n2cc(CNc3ccccc3)c(-c3ccccc3)n2)cc1,92.4,61.8,33.4,100.6,99.1,60.9,·,95.5
Cc1c(Cl)ccc2c1-n1cccc1C(C)C2 (configuration not stated),107.3,93.6,108.3,96.5,96.3,124.6,107.1,124.5
O=C(CBr)c1cc(-c2ccc(Cl)cc2)nc2cc(Cl)ccc12,57.6,60.0,64.9,93.4,103.1,50.1,25.8,77.6
Cc1cc([N+](=O)[O-])c2ccccc2c1NS(=O)(=O)c1ccccc1,85.5,90.9,95.1,·,98.8,94.4,93.1,101.1
NNC1=NCCS1,112.9,102.4,102.9,90.2,92.4,103.4,103.4,88.6
COC(=O)c1oc2c(C(=O)/C=C/c3ccc(OC)cc3)c(OCCCN3CCCCC3)ccc2c1C,-65.7*,-31.0*,-31.4*,6.6*,·,-16.2*,-46.2*,32.4
COc1nc2c(c(=O)n1C)CN(Cc1ccccc1)C(C)=N2,77.7,105.8,103.7,122.3,101.1,84.1,98.3,99.2
CC[C@H](C)[C@H](NC(=O)CSc1nnc(-c2ccc(NC(=O)c3cccnc3)cc2)o1)C(=O)O,·,·,101.1,99.7,105.5,94.0,98.8,106.7
N#CCCOC(=O)c1ccccc1,103.4,91.3,74.7,110.8,112.3,114.4,97.6,101.7
COc1ccccc1Nc1n[nH]c(=S)s1,102.0,107.2,100.6,93.5,104.5,107.3,99.4,113.1
COc1ccc(/C=C(/C#N)C(N)=O)cc1Br,94.5,91.3,112.5,104.8,·,107.4,100.4,124.0
O=C1CC(n2c(O)c(C=Nc3ccc(Cl)cc3)sc2=S)C(=O)N1c1ccc(Cl)cc1 (configuration not stated),116.0,·,104.1,104.9,·,93.9,83.7,94.6
O=C1c2cccnc2C(=O)c2nc3cc(N4CCN(C5CC5)CC4)ccc3nc21,25.3,-10.0*,26.2,-87.4*,-22.0*,0.9*,26.2,15.1
Fc1ccc(Nc2ccc3c(OCCCN4CCOCC4)cccc3n2)cc1F,41.3,28.0,53.0,78.7,46.3,1.6*,69.4,29.8
CCOC(=O)C1(CC)C(=O)C(=O)N(c2ccccc2)C1c1ccccc1 (configuration not stated),105.0,·,97.6,96.1,112.1,108.9,108.9,108.5
BrC1CC(Br)c2c1c1c(c3c2C(Br)CC3Br)C(Br)CC1Br (configuration not stated),92.9,·,75.8,103.3,79.0,80.9,114.4,98.5
CC1(C)N=C(N)N=C(N)N1c1ccc(F)cc1,100.5,72.2,55.0,56.8,62.7,39.0,88.2,76.4
Cc1ccnc(NS(=O)(=O)c2ccc(N=Nc3c(N)[nH]c(=O)[nH]c3=O)cc2)n1,96.4,89.8,95.1,102.4,94.9,89.7,93.9,114.9
COc1cc(N=Nc2ccc(N)cc2)c(OC)cc1N=Nc1ccccc1.[Cl][Zn][Cl],90.9,93.2,·,98.7,118.4,103.9,106.2,84.6
Cc1ccc2nc(NC(=O)CSc3nc(-c4ccccc4)c(C#N)c4nnc(C)n34)sc2c1,105.2,91.8,95.8,101.1,103.2,83.6,103.5,94.0
CNC(=O)c1cc(Oc2ccc3c(c2)sc2nc(-c4ccc(NC(C)=O)cc4)cn23)ccn1,60.3,25.7,72.7,3.7*,86.3,50.5,78.8,59.5
O=C(/C=C/c1ccccc1)Oc1ccc(/C=C/c2cc(OC(=O)/C=C/c3ccccc3)cc(OC(=O)/C=C/c3ccccc3)c2)cc1,99.8,92.0,86.8,100.8,99.4,94.8,91.1,104.0
c1ccc(CCc2ccncc2)nc1,93.7,128.8,116.5,106.0,105.2,121.2,98.8,116.9
CSc1nc(N)n(/N=C(\C)c2cccs2)c(=O)c1C#N,102.1,107.3,103.3,113.9,97.8,108.2,101.7,98.8
C(=C1c2ccccc2-c2ccccc21)c1ccccn1,·,22.6,67.3,-7.8*,22.4,19.6,85.5,62.2
CC1(C)CC(=O)C2=C(C1)N(c1ccc(OC(F)(F)F)cc1)C(N)=C(C#N)C2c1cc(Br)ccc1F (configuration not stated),73.6,69.1,69.4,93.6,88.3,78.8,88.8,86.9
O=C(Nc1ccc([N+](=O)[O-])cc1NC(=O)c1ccccc1)c1ccccc1,61.8,104.7,84.0,111.9,90.0,83.2,83.7,89.6
CC1=CC(=O)C(C(C)C)=CC1=O,95.4,95.6,89.8,114.1,98.2,101.3,90.1,112.1
COc1ccc2nc(NC(=O)CSc3nnc4n3S(=O)(=O)c3ccccc3N4c3ccccc3)sc2c1,66.8,66.6,6.5*,97.8,·,113.0,-19.7*,77.7
COc1ccc(-c2nc(SCCC(C)C)nc(NNC(N)=O)c2C#N)cc1,96.0,100.2,91.8,105.7,96.3,94.0,97.9,76.5
O=[N+]([O-])c1cc(C(F)(F)F)ccc1Sc1ccc(C(F)(F)F)cc1[N+](=O)[O-],34.2,7.2*,9.5*,21.3,-4.6*,8.0*,14.5,72.4
CCCCCSc1ccc2nc(NC(=O)OCC)sc2c1,12.8,34.9,26.5,-47.0*,-10.5*,15.9,12.4,26.4
COc1ccc([C@@H]2c3[nH]c4ccccc4c3C[C@H]3C(=O)N(C4CCN(CC5CCCCC5)CC4)CC(=O)N23)c(OC)c1,53.6,25.9,46.1,73.6,58.7,22.0,60.5,75.5
# (listing goes on)
SMILES,RPMI-8226,SR,MOLT-4,MDA-MB-435,MDA-MB-468,K-562,CCRF-CEM,MDA-MB-231
C(=NCCN=Cc1c[nH]c2ccccc12)c1c[nH]c2ccccc12,106.5,96.8,101.8,108.5,110.4,98.7,118.3,93.6
CCOc1cc(CCNS(=O)(=O)c2ccc(C)cc2)c(C(C)=O)cc1OCC,40.0[100 µM],42.6[100 µM],9.6*[100 µM],99.4[100 µM],67.1[100 µM],41.3[100 µM],·,78.5[100 µM]
CCN(CC)CCNC(=O)Nc1cccc2ccccc12,93.6,94.6,72.9,100.8,111.4,100.4,100.2,113.8
Cc1cc(C)c2c(n1)sc1c(Nc3ccc(OCc4ccc(Cl)c(Cl)c4)cc3)ncnc12,92.7,61.5,82.1,106.7,94.2,89.4,91.6,89.6
CCOC(=O)c1nc(-c2cccc(Cl)c2)nc2ccccc12,100.1,88.6,94.1,102.2,105.8,102.1,98.7,106.1
NS(=O)(=O)c1ccc(Nc2nc(Nc3ccccc3)nc3nnc(SCC(=O)NC4CCCCC4)n23)cc1,105.1,97.7,100.6,110.0,103.8,94.1,100.8,95.0
Cc1cc(Br)c(N)c(Br)c1,99.5,100.4,96.4,97.4,98.3,90.0,103.4,103.3
C=C1C(=O)O[C@H]2[C@H]1CC/C(COC(=O)NCc1ccc(Cn3c(=O)sn(-c4ccc(OC)cc4)c3=O)cc1)=C\CC[C@@]1(C)O[C@@H]21,-3.8*,27.3,-12.2*,67.1,17.9,-3.7*,-34.7*,47.7
COc1cc(N=Nc2ccccc2OC)ccc1N,55.6,84.4,49.9,94.2,85.5,101.2,28.1,92.2
Oc1ccc(C2=NN(c3ccccc3)C(c3ccccc3)C2)cc1 (configuration not stated),·,90.6,67.8,·,107.8,92.5,·,83.3
O=c1[nH][nH]c(Nc2ccccc2)c1N=Nc1ccc(Cl)cc1,113.9,·,·,105.7,47.8,·,·,90.4
NC(=NCc1ccccc1)N/N=C\c1ccnc2ccccc12,72.5,74.9,100.4,93.7,·,51.4,117.9,79.4
Cc1cc(=O)[nH]c(=O)n1Cc1cn(-c2c3ccccc3nc3ccccc23)nn1,55.5,11.4,48.5,95.6,-66.7*,7.1*,64.7,77.3
O=C1CC(c2nc3ccccc3n2Cc2ccc(Cl)cc2)CN1c1ccc(F)cc1 (configuration not stated),78.7,76.2,68.1,98.7,85.9,80.0,89.4,93.6
C/C=C\Cc1ccc(OCCOC(=O)NC)cc1,84.8,92.3,102.2,103.2,85.9,100.1,104.2,110.1
CCC(CC)NCCOC(=O)c1ccccc1,97.7&106.8,96.8,120.5&106.5,108.0&105.8,103.0&97.9,101.3,85.4&98.6,111.3&112.2
O=[N+]([O-])c1ccc(S(=O)(=O)Nc2ccsc2-c2nc(-c3ccccc3)no2)cc1,74.2,·,30.5,92.1,88.0,94.1,89.3,93.8
O=C1CC(C(=O)O)NC(=S)N1 (configuration not stated),117.0,73.2,73.3,114.2,113.6,95.5,108.3,98.3
CCOC(=O)c1cnn2c1N(C(C)=O)C(c1ccccc1)C2 (configuration not stated),100.8,91.9,92.3,101.3,109.0,84.3,94.6,90.5
Oc1ccc2ccccc2c1,90.9&103.5,94.1,99.7&84.4,93.7&97.7,67.9&113.9,109.5&101.2,86.2&95.2,99.3&99.5
COC(=O)/C=C1\Sc2ccc(C(F)(F)F)cc2NC1=O,80.3,97.3,105.4,118.1,64.0,97.9,96.5,109.6
COC(=O)c1ccc([N+](=O)[O-])cc1I,103.9,90.2,103.1,101.5,95.5,98.7,92.1,95.8
Cc1ccc(S(=O)(=O)NCCNc2nccc(-c3c(-c4ccccc4)nc4sccn34)n2)cc1,72.8,42.7,72.5,30.2,46.6,62.2,69.7,73.8
Cc1cc2ccccc2c[n+]1CC(=O)c1ccc(-c2ccccc2)cc1,19.6,54.7,49.3,66.3,13.3,11.0,53.4,51.1
O=c1oc2c(cnc3ccccc32)cc1-c1ccc(F)cc1,101.8,100.2,103.2,100.6,69.1,90.5,55.0,105.5
C#CCNc1nc(NCCNC(=O)CCl)nc(N(C)CCCCc2ccccc2)n1,89.2,62.1,43.3,98.7,86.0,95.1,23.8,90.7

# A different layout for part of the listing above:
# Value order – RPMI-8226 | SR | MOLT-4 | MDA-MB-435 | MDA-MB-468 | K-562 | CCRF-CEM | MDA-MB-231
- O=C1CC(C(=O)O)NC(=S)N1 (configuration not stated)
  117.0 | 73.2 | 73.3 | 114.2 | 113.6 | 95.5 | 108.3 | 98.3
- CCOC(=O)c1cnn2c1N(C(C)=O)C(c1ccccc1)C2 (configuration not stated)
  100.8 | 91.9 | 92.3 | 101.3 | 109.0 | 84.3 | 94.6 | 90.5
- Oc1ccc2ccccc2c1
  90.9&103.5 | 94.1 | 99.7&84.4 | 93.7&97.7 | 67.9&113.9 | 109.5&101.2 | 86.2&95.2 | 99.3&99.5
- COC(=O)/C=C1\Sc2ccc(C(F)(F)F)cc2NC1=O
  80.3 | 97.3 | 105.4 | 118.1 | 64.0 | 97.9 | 96.5 | 109.6
- COC(=O)c1ccc([N+](=O)[O-])cc1I
  103.9 | 90.2 | 103.1 | 101.5 | 95.5 | 98.7 | 92.1 | 95.8
- Cc1ccc(S(=O)(=O)NCCNc2nccc(-c3c(-c4ccccc4)nc4sccn34)n2)cc1
  72.8 | 42.7 | 72.5 | 30.2 | 46.6 | 62.2 | 69.7 | 73.8
- Cc1cc2ccccc2c[n+]1CC(=O)c1ccc(-c2ccccc2)cc1
  19.6 | 54.7 | 49.3 | 66.3 | 13.3 | 11.0 | 53.4 | 51.1
- O=c1oc2c(cnc3ccccc32)cc1-c1ccc(F)cc1
  101.8 | 100.2 | 103.2 | 100.6 | 69.1 | 90.5 | 55.0 | 105.5
- C#CCNc1nc(NCCNC(=O)CCl)nc(N(C)CCCCc2ccccc2)n1
  89.2 | 62.1 | 43.3 | 98.7 | 86.0 | 95.1 | 23.8 | 90.7
